Tb PFK inh – qHTS Assay to Find Inhibitors of T. brucei phosphofructokinase; ATP-dependent 6-phosphofructokinase (Trypanosoma brucei brucei), O15648; T. brucei PFK, ADP-Glo luminescence; Potency, µM (top dose mostly 57.5 µM), for the others: at the highest dose activity, negative = inhibition, hits mostly inhibitors; 330,000 tested, 0.17% active;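 also: potency is read from the fitted curve at half-maximal effect; 0% = uninhibited 1x PFK enzyme wells and -100% = no-enzyme wells; nearly all actives have a fitted effect of over 60% in size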
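Luminescent ADP detection (ADP-Glo, two-step: ATP depletion then ADP-to-ATP conversion for luciferase) reported PFK activity after 45 min room-temperature reaction of 1.25 nM enzyme with 0.5 mM F6P and 0.1 mM ATP at pH 8.0.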
BCR signal inh – qHTS Assay to Find Inhibitors of Chronic Active B-Cell Receptor Signaling. ABC-DLBCL IkBa-CBG/CBR reporter, luminescence ratio, 4 h. Potency, µM (titrated, usually from 46.1 µM), without a hit: at the highest dose ratio change, negative = lower green/red ratio, hits mostly inhibitors. 340,000 tested, 0.05% active; active = well fitted inhibition curve with a large enough effect in the signal ratio, with a control signal flat, not every such curve was filed as active; inconclusive = small, poorly fitted or top-dose-only effect, or effect the other way, or a change in a side signal; the % refers to the signal ratio;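 also: potency is read from the fitted curve at half-maximal effect; plate controls were basal doxycycline-induced cells for no effect and cells given 10 µM MG132 for full effect; MG132 reads +100%, hits lower the ratio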
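Concentration-response series (up to 46 uM) were applied to TMD8 dual-reporter cells for 4 h at 37C with doxycycline. Green/red ratio, after filter-overlap correction, defined %Activity; red signal alone was normalised to basal cells and zero luminescence.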
CXXC DNA block – qHTS Fluorescence Polarization Assay for Inhibitors of MLL CXXC domain - DNA interaction | MLL-CXXC / FITC-HOXA9 DNA fluorescence polarization | Histone-lysine N-methyltransferase 2A (Homo sapiens), Q03164 | Potency, µM (series often up to 115 µM), inactives show top-dose activity change, negative = inhibition, hits mostly inhibitors | 290,000 tested, 0.037% active; active = well fitted inhibition curve with a large enough effect in the polarisation, with a control signal flat, not every such curve was filed as active; inconclusive = small, poorly fitted or top-dose-only effect, or effect the other way, or a change in a side signal; inactive = no such curve, though single readings can be large or run the other way; the % refers to the polarisation; also: potency is read from the fitted curve at half-maximal effect
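Purified MLL-CXXC (added from a 7 uM solution) was preincubated 5 min at ambient with pinned compounds in 50 mM Tris-HCl pH 7.5, 50 mM NaCl, 1 mM DTT, 0.05% BSA. Fluorescein-labeled HOX-A9 DNA (50 nM solution) followed, 30 min, then polarization read.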
Giardia kill – Small Molecules that selectively kill Giardia lamblia: qHTS. activity change, % at 7.66 µM, hits read low. Giardia lamblia trophozoite viability. 340,000 tested, 0.15% active; in the data active = activity change below about -80%; inconclusive = between about -30% and that limit;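 also: parasites exposed to compound for two days anaerobically before the ATP read; % is scaled to controls: 0 for no effect and ±100 for the full control effect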
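Giardia trophozoites, 100 cells per well, were exposed to compounds for 48 hrs at 37 deg C under anaerobic conditions; viability was then read as ATP content by bioluminescence after 15-30 min at room temperature.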
A-T KAP1 phos – qHTS Assay for Identifying a Potential Treatment of Ataxia-Telangiectasia; […] A-T fibroblasts, KAP-1 phosphorylation AlphaLISA; neocarzinostatin DNA damage 30 min before lysis; Potency, µM (titrated, usually from 57.5 µM), without a hit: top-dose activation, usual class: activators; 320,000 tested, 0.19% active; AID 485349, 2010; also: potency is read from the fitted curve at half-maximal effect; % of control where 0% means no effect; nearly all actives have a fitted effect of over 45% in size
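ATM-like activity read as KAP-1 phosphorylation via AlphaLISA donor/acceptor antibody pairs after lysis and 6 hr at 25C. Cells were ATM-null patient fibroblasts ([…], hTERT), dosed 60 min, then exposed to the DSB inducer NCS for 30 min.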
GALK inh – qHTS Assay for Inhibitors of Human Galactokinase (GALK) | P51570 | Purified GALK, Kinase-Glo residual ATP luminescence | Potency, µM (top dose mostly 57.5 µM), for inactives: at the highest dose activity change, negative = inhibition, usual class: inhibitors | 270,000 tested, 0.007% active | AID 1868, 2009; also: potency is read from the fitted curve at half-maximal effect; % is scaled to controls: 0 for no effect and ±100 for the full control effect
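Kinase-Glo Plus luminescence measured ATP left after a 1 h room-temperature reaction. The reaction used 5 nM GALK, 100 uM galactose and 35 uM ATP at pH 8.0 (20 mM HEPES, 5 mM MgCl2, 60 mM NaCl, 1 mM DTT, 0.01% BSA).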
TSHR antag – Antagonists of the Thyroid Stimulating Hormone Receptor: HTS campaign. 330,000 tested, 0.2% active. activity change, negative = inhibition, % at 11.5 µM. AID 504810, 2011. TSHR-expressing cells, TSH-stimulated cAMP HTRF, 2 h; stronger effect = lower value. Thyrotropin receptor (Homo sapiens), P16473;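 active = activity change below a set negative limit, meaning inhibition stronger than a set level, cut at about -70% in these data; inconclusive = activity change between two set negative limits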; also: % is scaled to controls: 0 for no effect and ±100 for the full control effect
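TSHR-expressing cells were treated with compounds, then stimulated with TSH at EC80 (4nM final) for 2 hours at 37 deg C. Cellular cAMP was measured by HTRF competition between lysate cAMP and cAMP-d2 for a cryptate-labelled anti-cAMP antibody.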
TCR act – Activators of T cell receptors: qHTS campaign. primary human leukocytes, anti-CD3, IL-2 HTRF, 48 h. 330,000 tested, under 10 active. Potency, µM (top dose mostly 9.22 µM), inactives show top-dose activation of IL-2 secretion, usual class: activators; also: % of control where 0% means no effect
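48 hr co-incubation of compounds, a-CD3 beads and primary human leukocytes; IL-2 quantified homogeneously by HTRF with anti-IL-2 K and d2 conjugates.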
Coupling enz – qHTS Assay for Inhibitors of Fructose-1,6-bisphosphate Aldolase from Giardia Lamblia: Coupling assay counterscreen | 290,000 tested, 0.67% active | activity change, negative = inhibition, % at 58.2 µM, hits read low | AID 2472, 2010 | coupling enzyme system counterscreen, AmpLite Red fluorescence; in the data active = activity change below about -30%; also: % is scaled to controls: 0 for no effect and ±100 for the full control effect
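Fluorescence at 525 nm excitation and 598 nm emission measured inhibition of the coupled detection system without aldolase. Compounds (at 57.5 uM final) were preincubated 10 min at room temperature with coupling enzyme reagent before a 20 min substrate/AmpLite Red step.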
KCNH2 WT inh – qHTS for Inhibitors of KCHN2 3.1: Wildtype qHTS. Voltage-gated inwardly rectifying potassium channel KCNH2 (Homo sapiens), Q12809. U2OS, BacMam KCNH2, thallium flux FluxOr; stronger effect = lower value. activity change, % at 1.84 µM. 340,000 tested, 0.37% active;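 active = maximum activity change below -70%; inconclusive = maximum activity change between -70% and -50%; inactive = maximum activity change above -50%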; also: % is scaled to controls: 0 for no effect and ±100 for the full control effect
Target sequence (Q12809 whole entry, looked up): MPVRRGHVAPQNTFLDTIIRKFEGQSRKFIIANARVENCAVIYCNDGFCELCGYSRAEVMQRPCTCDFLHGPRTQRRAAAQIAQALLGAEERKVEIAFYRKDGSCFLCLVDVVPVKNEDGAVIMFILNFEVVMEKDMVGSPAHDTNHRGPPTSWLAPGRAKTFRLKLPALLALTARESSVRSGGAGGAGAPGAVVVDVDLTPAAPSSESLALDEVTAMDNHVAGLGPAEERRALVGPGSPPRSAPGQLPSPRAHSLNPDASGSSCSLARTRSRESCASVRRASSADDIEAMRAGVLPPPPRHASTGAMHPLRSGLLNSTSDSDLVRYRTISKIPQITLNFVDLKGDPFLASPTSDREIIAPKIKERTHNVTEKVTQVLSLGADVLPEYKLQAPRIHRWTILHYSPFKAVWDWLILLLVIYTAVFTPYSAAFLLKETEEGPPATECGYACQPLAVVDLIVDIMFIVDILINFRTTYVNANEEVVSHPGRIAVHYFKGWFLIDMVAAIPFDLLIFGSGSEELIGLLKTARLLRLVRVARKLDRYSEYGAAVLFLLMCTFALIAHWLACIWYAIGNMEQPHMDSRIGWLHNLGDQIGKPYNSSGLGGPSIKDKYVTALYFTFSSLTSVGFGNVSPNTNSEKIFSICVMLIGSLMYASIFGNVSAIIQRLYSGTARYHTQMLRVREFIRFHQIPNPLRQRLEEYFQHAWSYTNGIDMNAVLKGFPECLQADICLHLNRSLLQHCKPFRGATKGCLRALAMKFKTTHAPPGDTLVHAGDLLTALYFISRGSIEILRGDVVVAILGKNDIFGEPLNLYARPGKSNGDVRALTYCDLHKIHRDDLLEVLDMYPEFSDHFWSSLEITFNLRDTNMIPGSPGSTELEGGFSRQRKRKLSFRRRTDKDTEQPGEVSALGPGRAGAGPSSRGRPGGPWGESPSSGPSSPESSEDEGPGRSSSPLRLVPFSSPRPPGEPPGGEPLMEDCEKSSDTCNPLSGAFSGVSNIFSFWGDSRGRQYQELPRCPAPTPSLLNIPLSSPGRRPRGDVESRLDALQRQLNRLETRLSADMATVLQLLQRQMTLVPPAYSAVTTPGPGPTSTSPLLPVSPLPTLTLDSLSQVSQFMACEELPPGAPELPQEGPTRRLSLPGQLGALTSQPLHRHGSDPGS
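U2OS cells transduced with wild-type KCNH2 virus are loaded with FluxOr dye for 45 min, and thallium flux is measured in kinetic reads before and after stimulation buffer. Rate constants are normalized to DMSO controls.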
Active calls of the source: *; ? = inconclusive; nt = no result given; & = joins results of further samples; [ ] = another dose, or the depositor's remark. Unless noted, calls follow the shape of the dose curve; as a rule, active = well fitted curve in the direction sought with a large enough effect; inconclusive = small, poorly fitted or top-dose-only effect, or another doubt; inactive = no such curve, though single readings can be large; an effect the other way counts as inactive or inconclusive.

SMILES	BCR signal inh	Coupling enz	CXXC DNA block	TSHR antag	TCR act	Giardia kill	A-T KAP1 phos	GALK inh	Tb PFK inh	KCNH2 WT inh
O=C(CNC(=O)COc1ccccc1)NCCc1ccccn1	?	-3	1%	-9	-2%	-4	2%	1%	-1%	2
CSCCC(NS(=O)(=O)c1ccc(Cl)cc1)C(=O)OCC(=O)N1CCOCC1 (configuration not stated)	2%	4	-7%	-3	nt	-12	-3%	9%	-1%	-20
Cn1cccc1Cc1nnc(SCC(N)=O)n1-c1ccc(F)cc1	-2%	3	11%	13	5%[46.1 µM]	-24	0%	-1%	1%	-9
CN(C)S(=O)(=O)c1ccc(NC(=O)CSc2nnnn2C)cc1	-5%	2	-15%	1	7%	5	-7%	0%	1%	1
CN(C)CCCN(C(=O)c1sc2ccccc2c1Cl)c1nc2ccc(F)cc2s1	?	2	11%	6	-18%[46.1 µM]	25	-1%	0%	-6%	-2
O=C(NCc1cccnc1)c1ccc(COc2ccccc2Cl)cc1	-15%	0	1%	-7	2%	3	2%	6%	-7%	nt
COC(CNC(=O)c1ccc2c(c1)ncn2-c1cc(C)cc(C)c1)OC	-12%	-2	10%	9	1%	12	-9%	-1%	-1%	5
CC(C(=O)NCC1CCCO1)N1C(=O)C2C3CC(C(Br)C3Br)C2C1=O (configuration not stated)	?	1	4%	4	3%	-12	2%	7%	2%	3
Cc1ccc(N2CN=c3s/c(=C\c4ccccn4)c(=O)n3C2)cc1	2%	1	-9%	3	-1%	-20	2%	8%	-1%	-8
COc1nc(NCCO)nc(Nc2ccc([N+](=O)[O-])cc2)n1	?	4	7%	-23	4%[46.1 µM]	1	nt	0%	0%	24
COc1cc(NC(=O)[C@H]2CSCN2C(=O)[C@@H]2CCC(=O)N2)cc(OC)c1OC	2%	nt	17%	-16	3%	-17	16%	-8%	1%	1
Cc1cc(NC(=O)c2ccc(F)cc2)n(CCOC(=O)c2ccc(F)cc2)n1	15%	1	-5%	16	-1%[46.1 µM]	-15	1%	0%	0%	6
Cc1ccc(C(=O)N2CCOCC2)c(F)c1F	0%	5	-7%	15	2%	-6	2%	3%	-1%	-7
CN(CC(=O)Nc1cccc(F)c1)C(=O)c1ccc2c(c1)OCCO2	-4%	nt	nt	1	5%	-13	-1%	nt	-6%	0
COc1ccc(C2c3c(ncn(CCN4CCOCC4)c3=N)Oc3ccc4ccccc4c32)cc1OC (configuration not stated)	?	0	10%	-19	5%	-9&28	9%	0%	-2%	-8
Cc1cc(N/C=C/C(=O)c2cccc3ccccc23)no1	3%	0	-10%	-16	nt	-2	-10%	4%	4%	-7
O=C(O)C(Oc1ccc2c(-c3ccccc3)cc(=O)oc2c1)c1ccccc1 (configuration not stated)	7%	18	3%	-8	-4%	-10	2%	-3%	4%	1
CCOc1cc(N2CCOCC2)c(OCC)cc1NC(=O)COc1cccc2cccnc12	7%	-16	0%	-19	-2%	26	-1%	-1%	4%	0
Cc1cc2ncn(/N=C/c3cccnc3)c2cc1C	-5%	0	-1%	4	1%	-15	-9%	3%	-2%	-5
O=C1CCCN1CCC(=O)N1CCCC(Nc2ccc(F)c(F)c2)C1 (configuration not stated)	0%	nt	?	-5	1%	2	3%	-3%	0%	2
Cc1ccc(N/C=C2/Sc3ccccc3NC2=O)cc1	?	1	?	-1	4%	-25	0%	-3%	-1%	2
COc1ccc(-c2nc3ccccc3n2OCC(=O)O)cc1	-30%	-15	-11%	-7	1%	?	2%	-2%	0%	-9
Cc1ccc2c(c1)N(CC(=O)NCC1CCCO1)C(=O)C(C)O2 (configuration not stated)	0%	1	16%	-3	2%	5	-4%	-2%	1%	-1
Cc1ccc(C[n+]2cc(-c3ccc(Cl)cc3)n3c2CCC3)cc1	?	0	3%	18	0%	7	14%	1%	-4%	-5
CCn1cc(C(=S)N2CCC(C(N)=O)CC2)c2ccccc21	-5%	6	38%[activator]	-13	3%	31[activator]	-2%	0%	1%	-3
OC(CN1C2=NCCN2c2ccccc21)c1ccc2c(c1)OCO2 (configuration not stated)	?	3	4%	-3	4%	2	-2%	1%	1%	20
CC1(C)CC(=O)C(/C=N/n2c(C(F)(F)F)nc3ccccc3c2=O)=C(O)C1	?	5	-10%	8	1%	5	nt	5%	3%	11
COc1ccc(N2CCN(C(=O)C3CCN(C(=O)c4ccc([N+](=O)[O-])cc4)CC3)CC2)cc1	-1%	-2	-3%	-10	4%	-10	-1%	-1%	?	25
CCC/C=C(\CCC)C(NC(=O)c1ccc(C(=O)OC)cc1)c1ccc(C(=O)OC)cc1 (configuration not stated)	nt	-4	nt	nt	-7%	-2	nt	nt	nt	-10
CC(=O)c1cc(-c2ccccc2)n(CCC(=O)NC2CCC(C)CC2)c1C (configuration not stated)	1%	4	4%	19	-1%[46.1 µM]	11	-2%	1%	-2%	-4
Cc1cccc(C(=O)Nc2cccc(NC(=O)c3ccccc3)c2)c1	?	-4	9%	-1	4%	-13	-3%	6%	0%	6
CC(=O)Nc1ccc(NCc2cccs2)cc1	-16%	5	3%	6	4%	7	-1%	0%	-18%	-1
C(=C\CSc1nnnn1-c1ccccc1)/CSc1nnnn1-c1ccccc1	-5%	-1	-1%	-7	-2%	13	-4%	-3%	0%	3
COc1ccc(C(=O)NCCn2ccc3ccccc32)cc1OC	-7%	3	-8%	1	2%	-7	-7%	1%	-4%	-5
O=C(NNC1=NS(=O)(=O)c2ccccc21)c1ccc(Cl)cc1	?	1	6%	-3	2%	?	2%	7%	8%	3
Cc1sc2nc[nH]c(=S)c2c1-c1ccccc1	-4%	-7	8%	-16	8%	1	10%	-1%	-2%	?
Cn1c(=O)c2c(ncn2CC(=O)OCC(=O)NNC(=O)c2ccc(Cl)cc2)n(C)c1=O	?	nt	nt	4	-6%	7	2%	nt	-6%	-10
N#CCCN1CCN(S(=O)(=O)c2ccc(S(=O)(=O)N3CCCC3)cc2)CC1	11%	0	-2%	1	-1%	-20	-1%	2%	0%	0
Cc1ccccc1OCC(=O)OCC(=O)Nc1ncc(Cl)c(C)c1Cl	-5%	nt	nt	7	6%	0	5%	nt	-12%	0
CC1CCCCN1C(=O)CSc1nnc(-c2ccco2)n1CC1CCCO1 (configuration not stated)	0%	1	-4%	6	-8%	10	3%	1%	0%	-5
O=C(NCc1nc(-c2ccccc2)no1)c1ccc(Br)o1	-2%	-1	-8%	-8	-3%	7	3%	2%	-5%	2
O=c1c2c3c(sc2ncn1/N=C/c1ccco1)CCCC3	5%	0	0%	-3	4%	0	8%	-2%	-5%	-28
CC(C)CC1NC(=O)c2cc(Cl)ccc2-n2c1nc1ccccc1c2=O (configuration not stated)	2%	nt	nt	-1	nt	nt	-1%	nt	-2%	nt
O=C(c1cccc(C(=O)N2CCN(c3ccccc3)CC2)c1)N1CCN(c2ccccc2)CC1	-10%	0	3%	-6	nt	11	-2%	-2%	-1%	3
O=C(NCc1ccco1)/C(=C/c1ccc(F)cc1)NC(=O)c1ccccc1	0%	1	9%	-4	4%	-20	4%	1%	-7%	6
N#CC1(NC(=O)COC(=O)c2nc(Cl)c(Cl)c(N)c2Cl)CCCCC1	10%	nt	nt	-9	-4%	3	4%	nt	-1%	10
O=C(CCNC(=O)c1ccco1)Nc1ccc(OC(F)F)cc1	-2%	2	?	-5	3%	0	4%	3%	-5%	-14
CSc1cccc(NC(=S)N2CCC(N(C)C3CCCCC3C)CC2)c1 (configuration not stated)	?	1	11%	-4	-1%	-22	4%	1%	-6%	18
COC(=O)CSc1nc(C)cc(C(F)(F)F)c1C#N	10%	0	4%	-7	3%	-3	1%	nt	-6%	4
COc1cccc(-c2nc(CS(=O)(=O)CC(=O)Nc3cc(OC)ccc3OC)c(C)o2)c1	-1%	0	8%	0	3%	14	-8%	-3%	-1%	0
CCSc1nnc(Nc2ccccc2)s1	-1%	-1	0%	-10	2%	24	4%	0%	1%	-1
